Pol eta inh – blocks human DNA polymerase eta activity; Q9Y253; AID 588591; recombinant Pol eta, fluorescent DNA replication assay; Potency, µM (highest dose often 114 µM), inactives show at the highest dose activity change, negative = inhibition, actives largely listed as inhibitors; actives 1.2% (n = 390,000); also: potency is read from the fitted curve at half-maximal effect
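Pol eta at 10 nM preincubated with compounds 15 min at room temperature; reaction started with fluorescent substrate (50 nM final) and read kinetically at 0 and 10 min.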
12-LOX inh – ALOX12 (human) lipoxygenase inhibition | Potency, µM (top dose mostly 108 µM), for inactives: top-dose activity change, negative = inhibition, hits mostly inhibitors | P18054 | purified 12hLO, xylenol orange hydroperoxide absorbance | actives 1.1% (n = 580,000); also: potency is read from the fitted curve at half-maximal effect
Target sequence (P18054 whole entry, looked up): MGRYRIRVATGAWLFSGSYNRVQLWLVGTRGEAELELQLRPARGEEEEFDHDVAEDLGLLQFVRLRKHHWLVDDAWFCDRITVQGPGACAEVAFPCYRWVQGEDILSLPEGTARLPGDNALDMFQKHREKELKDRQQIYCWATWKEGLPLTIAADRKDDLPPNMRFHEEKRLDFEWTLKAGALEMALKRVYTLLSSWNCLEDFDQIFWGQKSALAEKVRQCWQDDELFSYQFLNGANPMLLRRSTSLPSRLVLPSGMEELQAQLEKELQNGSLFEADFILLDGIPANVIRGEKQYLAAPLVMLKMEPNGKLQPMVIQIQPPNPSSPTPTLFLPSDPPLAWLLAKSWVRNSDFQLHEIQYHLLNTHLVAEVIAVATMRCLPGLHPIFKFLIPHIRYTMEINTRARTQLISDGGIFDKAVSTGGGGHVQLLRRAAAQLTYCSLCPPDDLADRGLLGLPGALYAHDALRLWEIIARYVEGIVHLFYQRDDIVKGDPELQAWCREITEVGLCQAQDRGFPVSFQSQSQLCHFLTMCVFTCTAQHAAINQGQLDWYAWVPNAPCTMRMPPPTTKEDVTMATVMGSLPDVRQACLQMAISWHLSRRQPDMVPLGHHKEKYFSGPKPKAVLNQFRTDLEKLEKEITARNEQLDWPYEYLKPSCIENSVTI
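Purified human 12hLO at 150 nM in 25 mM Hepes, 0.01% Triton X-100, pH 7.0, preincubated 15 min at room temperature with compound. Reaction started with 40 uM arachidonic acid, 30 min at room temperature. Hydroperoxide measured by Fe-xylenol orange, 573/405 nm absorbance ratio.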
LDHA block – LDHA (human) enzyme inhibition; activity change, % (values are at about 110 or 230 µM); actives 0.15% (n = 480,000); purified LDHA, NADH/diaphorase-resazurin fluorescence; hits give low values; P00338; in the data active = activity change below about -30%; inconclusive = mostly about -25% to -30%;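 also: plate controls were DMSO wells for no effect and wells without enzyme for full effect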
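Enzyme activity of human lactate dehydrogenase 5 (2 nM; 0.06 mM NADH, 0.2 mM pyruvate, 5 min, RT) is measured via a resazurin/diaphorase fluorescence readout of residual NADH.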
* = called active by the depositor; u = inconclusive. Unless noted, calls follow the shape of the dose curve; as a rule, active = well fitted inhibition curve with a large enough effect; inconclusive = small, poorly fitted or top-dose-only effect, or another doubt; inactive = no such curve, though single readings can be large or run the other way. Unless noted, % is scaled to controls: 0 for no effect and ±100 for the full control effect. These rows are one share of the data, so the mix of outcomes need not match the whole.

item	compound	Pol eta inh	LDHA block	12-LOX inh
1	C[C@@H]1CN([C@@H](C)CO)C(=O)c2cc(NC(=O)Nc3ccccc3)ccc2O[C@@H](C)CCCCO[C@H]1CN(C)C(=O)Nc1ccc(C(F)(F)F)cc1	-18%	-1	-3%
2	CC1Cc2nc(SCC(=O)NCC3CCCO3)n(-c3ccccc3)c(=O)c2S1 (stereo unspecified)	-6%	-1	-22%
3	CCc1ccc(N2CC(C(=O)N(CC)CC(=O)Nc3c(F)cccc3F)CC2=O)cc1 (stereo unspecified)	2%	-2	10%
4	O=C(COC(=O)COc1ccc(Br)cc1)NC1CCS(=O)(=O)C1 (stereo unspecified)	-16%	-7	-2%
5	CCCCCCn1c(=O)n2n(c1=O)C[C@]1(OC(=O)Nc3cccs3)CN(S(=O)(=O)c3ccc(C)cc3)C[C@]1(O)C2	u	-2	35µM*
6	N=c1ncn(C2OC(CO)C(O)C2O)c2nc(Br)[nH]c12 (stereo unspecified)	-7%	-4	-12%
7	COC(=O)C(NC(=O)c1ccccc1)C(C)(C)SCc1ccccc1 (stereo unspecified)	-3%	-1	u
8	C#CCN(C[C@@H]1[C@@H](OC(=O)NC2CCCC2)[C@@H](OC(=O)NC2CCCC2)Cn2c(=O)ccc(=O)n21)S(=O)(=O)c1ccc(C)cc1	2%	-6	u
9	COc1cc(C(=O)Nc2ccc(C(=O)c3ccncc3)cc2)cc(OC)c1OC	-14%	-7	21%
10	N#CC1(Nc2ccc3c4c(cccc24)CC3)CCCCC1	1%	5	32µM*
11	CC(C)NC(=O)Nc1ccc2c(c1)C(=O)N([C@H](C)CO)C[C@H](C)[C@@H](CN(C)S(=O)(=O)c1ccccc1)OCCCC[C@@H](C)O2	-17%	-4	u
12	CC(C)C1C(=O)N(Cc2cn(CCC3OCCCO3)nn2)CCS(=O)(=O)N1Cc1ccc(-c2cccc(CO)c2)cc1 (stereo unspecified)	-7%	-6	-29%
13	CC(=O)Nc1ccc(S(=O)(=O)CC(=O)CS(=O)(=O)c2ccc(NC(C)=O)cc2)cc1	35µM*	-4	-13%
14	Clc1ccc(-c2nc(CSc3ccccn3)cs2)cc1	-11%	-18	-4%
15	C[C@H](CO)N1C[C@H](C)[C@H](CN(C)C(=O)c2cc(-c3ccccc3)on2)OCc2cnnn2CCCC1=O	-11%	0	-2%
16	C[C@@H](O)CNC(=O)c1[nH]cnc1C(=O)N[C@H](C)c1ccccc1	-14%	-8	-3%
17	CCN(CC)C(=O)C(c1ccccc1)S(=O)(=O)N1CCOCC1 (stereo unspecified)	-2%	-6	-1%
18	c1ccc(CNc2ncn[nH]2)cc1	-9%	-14	9%
19	Cc1cc(C(=O)CCC(=O)Nc2ccc(C(N)=O)cc2)c(C)s1	1%	1	-5%
20	C[C@@H]1CN([C@@H](C)CO)C(=O)c2cc(Br)cnc2O[C@@H]1CN(C)C(=O)CN(C)C	0%	1	9%
21	C[C@@H]1CN([C@H](C)CO)C(=O)CCCn2nncc2CO[C@@H]1CN(C)S(=O)(=O)c1ccccc1C#N	-3%	-3	-15%
22	CN(Cc1ccc(Cl)cc1Cl)C(=O)Cc1ccc(S(=O)(=O)N2CCOCC2)s1	-5%	0	-30%
23	C[C@H]1CN([C@@H](C)CO)C(=O)c2cc(Br)cnc2O[C@H]1CN(C)C(=O)Cc1ccccn1	-23%	-3	6%
24	O=C(COc1ccc(S(=O)(=O)N2CCCC2)cc1[N+](=O)[O-])N1CCCCC1	-15%	0	4%
25	COc1ccc(-c2cc3nc(-c4ccccc4)cc(N4CCN(C(C)=O)CC4)n3n2)cc1	-6%	1	15%
26	CCCn1c(=O)c(C(=O)Nc2ccccc2N)c(O)c2ccccc21	-6%	-1	-21%
27	CC(=O)c1ccc(OCC(=O)OCC(=O)c2ccc(S(=O)(=O)N3CCCCC3)cc2)cc1	-13%	-2	6%
28	CNC(=O)C[C@@H]1C(=O)N(c2ccc(Br)cc2)CC1(C)C	-10%	-7	-13%
29	CCC(C)C(NC(=O)c1ccccc1)C(=O)N1CCN(C(=O)c2ccccc2)CC1 (stereo unspecified)	-7%	-1	12%
30	N#CCCN(C(=S)Nc1ccc(Cl)c(Cl)c1)C1CCCCC1	-11%	0	-42%
31	COc1ccccc1NC(=O)c1oc2ccccc2c1C	-13%	-4	2%
32	Cc1ccc(CNC(=O)CN2NS(=O)(=O)c3ccccc3C2=O)cc1	-10%	-5	20µM*
33	COc1cccc(CNC(=O)COC(=O)c2ccc(-c3ccc(O)cc3)cc2)c1	u	-6	u
34	O=[N+]([O-])c1cccnc1Nc1ccc(Cl)cc1	-12%	-15	-3%
35	COCCNC(=S)N(CCCO)Cc1cc2cc3c(cc2[nH]c1=O)OCO3	-1%	2	9%
36	O=C(Nc1cccc(C(=O)O)c1)/C(=C\c1ccccc1)NC(=O)c1ccco1	-12%	-2	-1%
37	C[C@@H]1CN([C@H](C)CO)C(=O)CCCn2nncc2CO[C@H]1CN(C)C(=O)Nc1ccc2c(c1)OCO2	-1%	8	-64%
38	C#CCOc1ccc(/C=C2/C(=O)N(c3ccc(S(N)(=O)=O)cc3)N=C2C)cc1OC	u	2	u
39	CC#CCOCC1CNC(=O)O1 (stereo unspecified)	-4%	1	7%
40	CC(C)NC(=O)Nc1ccc2c(c1)C(=O)N([C@@H](C)CO)C[C@@H](C)[C@H](CN(C)Cc1ccccc1)OCCCC[C@H](C)O2	-8%	-4	-9%
41	CC(C)Cn1c(SCC(=O)NC2CC2)nc2ccc(Cl)cc2c1=O	-15%	-6	-28%
42	C[C@@H]1CN([C@H](C)CO)C(=O)CCCn2cc(nn2)CO[C@H]1CN(C)C(=O)Nc1ccc(F)cc1	-15%	0	-20%
43	CCOC(=O)C(CC1=CS(=O)(=O)c2ccc(Cl)cc21)(NC(C)=O)C(=O)OCC	-20%	-3	-16%
44	COC(=O)c1c(C)[nH]c(C(=O)COC(=O)CCc2ccc(OC)c(OC)c2)c1C	-10%	-11	-19%
45	COc1ccc(C(CNC(=O)CNC(=O)c2cccc(F)c2)N2CCOCC2)cc1 (stereo unspecified)	1%	-13	0%
46	CCOC(=O)C1(C(=O)OCC)C(C)CC(=O)N1c1ccccc1OC (stereo unspecified)	-14%	-3	11%
47	CCCCN(C(=O)CC1CCCCC1)c1c(N)n(CCCC)c(=O)[nH]c1=O	-13%	-2	-17%
48	O=c1cnc2ccccc2n1Cc1ccccc1	8%	-2	15%
49	COc1ncnc2c1ncn2CCCN1CCN(Cc2cccc3ccccc23)CC1	-1%	-1	u
50	Cc1cc2nc[nH]c(=O)n2n1	-12%	-1	7%
51	Cc1cccc(NC(=O)CN2C(=O)C3CC=CCC3C2=O)c1C (stereo unspecified)	0%	-1	-3%
52	NS(=O)(=O)c1cccc(C(=O)N2CCCc3ccccc32)c1	-4%	-3	3%
53	COCOCCn1cc(CN2CCS(=O)(=O)N(Cc3ccc(-c4ccc(F)cc4)cc3)C(CC(C)C)C2=O)nn1 (stereo unspecified)	u	0	u
54	CCCn1c(SCC(=O)N(C)C2CCCCC2)n[nH]c1=O	-7%	-9	-15%
55	O=C(CN1C(=O)c2ccccc2C1=O)NC1CCS(=O)(=O)C1 (stereo unspecified)	-12%	-17	7%
56	CC1=C(C(=O)N(C)C)CC(CC(=O)NCCCCc2ccccc2)C(=O)N1CCC1=CCCCC1 (stereo unspecified)	u	1	5%

More structures:
item	compound	Pol eta inh	LDHA block	12-LOX inh
57	COc1ccccc1NC(=O)N(C)C[C@@H]1Oc2ncc(Br)cc2C(=O)N([C@H](C)CO)C[C@@H]1C	-10%	-3	-5%
58	C[C@H]1CN([C@@H](C)CO)C(=O)CCCn2nncc2CO[C@@H]1CN(C)C(=O)Nc1ccnc(N2CCOCC2)c1	-9%	6	u
59	O=C1OC(c2ccccc2)=CC1=Cc1ccccc1O	-2%	-1	u
60	C[C@@H]1CCCCO[C@@H](CN(C)C(=O)Cc2ccccc2)[C@@H](C)CN([C@H](C)CO)C(=O)c2cc(NC(=O)C3CCCCC3)ccc2O1	-15%	-2	-2%
61	C[C@@H]1CN([C@@H](C)CO)C(=O)CCCn2nncc2CO[C@@H]1CN(C)S(=O)(=O)c1cn(C)cn1	-4%	-9	0%
62	Cc1c(NC(=O)COC(=O)/C=C/c2cccc(F)c2)c(=O)n(-c2ccccc2)n1C	0%	-1	-1%
63	CCCCn1c(N)c(N(CC(C)C)C(=O)CC(NC(=O)c2ccccc2Cl)c2ccccc2)c(=O)[nH]c1=O (stereo unspecified)	0%	-5	-29%
64	CC(OC(=O)C1=COCCO1)C(=O)NC1CCCCC1 (stereo unspecified)	-4%	-8	-20%

Ordered by heavy-atom count (falling): eleven of the compounds above.
item	compound	Pol eta inh	LDHA block	12-LOX inh
60	C[C@@H]1CCCCO[C@@H](CN(C)C(=O)Cc2ccccc2)[C@@H](C)CN([C@H](C)CO)C(=O)c2cc(NC(=O)C3CCCCC3)ccc2O1	-15%	-2	-2%
53	COCOCCn1cc(CN2CCS(=O)(=O)N(Cc3ccc(-c4ccc(F)cc4)cc3)C(CC(C)C)C2=O)nn1 (stereo unspecified)	u	0	u
58	C[C@H]1CN([C@@H](C)CO)C(=O)CCCn2nncc2CO[C@@H]1CN(C)C(=O)Nc1ccnc(N2CCOCC2)c1	-9%	6	u
63	CCCCn1c(N)c(N(CC(C)C)C(=O)CC(NC(=O)c2ccccc2Cl)c2ccccc2)c(=O)[nH]c1=O (stereo unspecified)	0%	-5	-29%
56	CC1=C(C(=O)N(C)C)CC(CC(=O)NCCCCc2ccccc2)C(=O)N1CCC1=CCCCC1 (stereo unspecified)	u	1	5%
61	C[C@@H]1CN([C@@H](C)CO)C(=O)CCCn2nncc2CO[C@@H]1CN(C)S(=O)(=O)c1cn(C)cn1	-4%	-9	0%
62	Cc1c(NC(=O)COC(=O)/C=C/c2cccc(F)c2)c(=O)n(-c2ccccc2)n1C	0%	-1	-1%
51	Cc1cccc(NC(=O)CN2C(=O)C3CC=CCC3C2=O)c1C (stereo unspecified)	0%	-1	-3%
55	O=C(CN1C(=O)c2ccccc2C1=O)NC1CCS(=O)(=O)C1 (stereo unspecified)	-12%	-17	7%
54	CCCn1c(SCC(=O)N(C)C2CCCCC2)n[nH]c1=O	-7%	-9	-15%
64	CC(OC(=O)C1=COCCO1)C(=O)NC1CCCCC1 (stereo unspecified)	-4%	-8	-20%

Following part
item	compound	Pol eta inh	LDHA block	12-LOX inh
65	O=C(OCc1cn([C@@H]2C[C@H](c3ccc(Cl)cc3)N(C(=O)C3CCCCC3)C[C@H]2O)nn1)c1ccccc1	-28%	-2	-20%
66	Cc1cccc(OCC(=O)N2CCc3ccccc3C2)c1C	-14%	1	-6%
67	O=C(C1CC(=O)N(c2ccc(F)c(Cl)c2)C1)N1CCOCC1 (stereo unspecified)	0%	-2	6%
68	[O-][n+]1ccc(CC(O)(C(F)(F)F)C(F)(F)F)cc1	-4%	-12	14%
69	COc1cc2c3c(cccc3c1)C(=O)N(CCN1CCCC1)C2=O	-3%	-2	-1%
70	COc1ccc(S(=O)(=O)N(C)C[C@H]2OCCCC[C@H](C)Oc3ccc(N(C)C)cc3C(=O)N([C@H](C)CO)C[C@@H]2C)cc1	-5%	6	-24%
71	CCc1cc(-c2nnn(CCC3COCCO3)c2CC)ccc1-c1cn(CCc2c[nH]c3ccccc23)nn1 (stereo unspecified)	-14%	4	1%
72	COc1cc(NCCCCC(C)N)c2nccc(C)c2c1 (stereo unspecified)	-12%	13	u
73	COc1cccc(C(=O)N2CCN(Cc3nc(-c4ccoc4)oc3C)CC2)c1	4%	-1	-9%
74	COc1ccc(C#Cc2cnc3c(c2)C(=O)N([C@H](C)CO)C[C@H](C)[C@@H](CN(C)C(=O)Nc2cccc(OC)c2)O3)cc1	u	3	-29%
75	COc1ccc(-c2ccc(CN3C(CC(C)C)C(=O)N(Cc4cn(Cc5ccco5)nn4)CCS3(=O)=O)cc2)cc1OC (stereo unspecified)	-11%	0	u
76	Cc1ccc(CN2CCC[C@]3(N[C@H](c4ccc(C(F)(F)F)cc4)[C@@H]4C(=O)N(C)C(=O)[C@@H]43)C2=O)cc1	-8%	-1	u
77	Cc1nc2ccc(Cl)cn2c1[N+](=O)[O-]	-8%	-15	0%
78	Cc1ccc([C@@H]2C[C@H]3[C@@H](CN2S(=O)(=O)c2ccc(Cl)cc2)C(=O)C[C@@H](c2ccc(C)cc2)N3S(=O)(=O)c2ccc(Cl)cc2)cc1	-6%	-8	-2%
79	CCOc1ccc(Oc2ccccc2NC(=O)CCc2nc3ccccc3c(=O)[nH]2)cc1	-9%	0	-4%
80	CCOc1ccc(C(=O)CCC(=O)NN2CCCCC2)cc1	-2%	-1	2%
81	O=C(C1CCCCC1)N1C[C@@H](n2cc(-c3ccc(F)cc3)nn2)[C@H](O)C[C@@H]1c1ccccc1	u	-18	u
82	O=C(CN1C(=O)c2cccc([N+](=O)[O-])c2C1=O)N1CCc2ccccc2C1	-17%	0	0%
83	N#Cc1ncn(C2OC(CO)C(O)C2O)c1N (stereo unspecified)	0%	-7	-3%
